GDH-TPI counter = inhibits GDH-TPI coupling enzymes, artifact for Mtb FBA screen; GDH-TPI coupled enzyme counterscreen, NADH absorbance; inhibition, % at 4.8 µM; 360,000 compounds, 1.2% hits; AID 588335;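 also: 0% = DMSO wells and 100% = wells lacking the enzyme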
Mtb FBA inh = inhibits M. tuberculosis FBA enzyme; AID 588726; inhibition, % at 1 µM; purified M. tuberculosis FBA, fluorescence read-out; 360,000 compounds, 2.3% hits; P9WQA3; in the data active = inhibition above about 27%;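 also: 0% = vehicle and 100% = reference inhibitor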
Target sequence (P9WQA3 whole entry, looked up): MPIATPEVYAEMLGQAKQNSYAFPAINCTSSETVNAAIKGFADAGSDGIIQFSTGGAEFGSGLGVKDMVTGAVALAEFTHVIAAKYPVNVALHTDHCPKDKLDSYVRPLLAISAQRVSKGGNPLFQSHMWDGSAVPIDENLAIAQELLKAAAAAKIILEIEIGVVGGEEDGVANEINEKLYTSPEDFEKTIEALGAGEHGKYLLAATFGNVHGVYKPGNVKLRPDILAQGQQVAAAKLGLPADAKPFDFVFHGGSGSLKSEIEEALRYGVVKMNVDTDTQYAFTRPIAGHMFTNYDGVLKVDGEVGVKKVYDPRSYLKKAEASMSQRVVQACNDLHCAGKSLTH
Mtb BioA inh = inhibitors of Mycobacterium tuberculosis BioA enzyme; purified M. tuberculosis BioA enzyme, plate reader; 360,000 compounds, 0.096% hits; inhibition, % at 9.99 µM; AID 602481; in the data active = inhibition above about 40%; inconclusive = no clear call, values can overlap the other calls
CCHF vOTU inh = blocks the CCHF virus ovarian tumor domain protease. CCHFV vOTU protease, Pep-AMC fluorescence. inhibition, % at 11.5 µM. 370,000 compounds, 0.55% hits. AID 651958; also: 0% = vehicle wells with enzyme and 100% = no enzyme wells
Rv3671c protease = inhibits the M. tuberculosis serine protease Rv3671c | P9WHR9 | inhibition, % at 5.96 µM | 320,000 compounds, 0.048% hits; in the data active = inhibition above about 38%;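 also: extracellular domain of Rv3671c used as enzyme; 0% = enzyme with DMSO and 100% = no enzyme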
MazEF act = increases E. coli MazEF RNase cleavage of RNA. activation, % at 20 µM. 350,000 compounds, 0.32% hits. FAM/BHQ RNA-DNA oligo cleavage fluorescence, 5 h. P0AE70; in the data active = activation above about 50%
Target sequence (P0AE70 whole entry, looked up): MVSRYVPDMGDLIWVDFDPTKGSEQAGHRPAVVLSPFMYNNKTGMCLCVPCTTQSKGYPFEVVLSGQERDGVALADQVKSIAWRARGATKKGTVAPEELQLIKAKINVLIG
UGM FP inh = Mtb UDP-galactopyranose mutase inhibition; P9WIQ1; purified UGM, fluorescence polarization probe displacement; inhibition, % at 10 µM; 320,000 compounds, 0.06% hits; in the data active = inhibition above about 10%, passing the limit was not always enough; inconclusive = no clear call, values can overlap the other calls
Target sequence (P9WIQ1 whole entry, looked up): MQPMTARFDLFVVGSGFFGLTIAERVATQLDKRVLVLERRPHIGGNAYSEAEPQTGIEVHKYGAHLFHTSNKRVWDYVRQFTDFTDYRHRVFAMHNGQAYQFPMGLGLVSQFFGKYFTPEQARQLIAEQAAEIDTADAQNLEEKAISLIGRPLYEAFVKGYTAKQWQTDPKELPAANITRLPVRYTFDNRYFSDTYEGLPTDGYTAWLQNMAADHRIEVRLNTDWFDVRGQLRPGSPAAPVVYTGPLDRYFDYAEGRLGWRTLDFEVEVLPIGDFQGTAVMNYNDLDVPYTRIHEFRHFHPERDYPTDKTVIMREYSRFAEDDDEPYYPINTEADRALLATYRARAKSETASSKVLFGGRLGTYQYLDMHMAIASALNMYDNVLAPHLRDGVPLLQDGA
FadD28 FP inh = inhibitors of Mycobacterium tuberculosis FadD28 bisubstrate binding; FadD28 bisubstrate probe binding, fluorescence polarization; inhibition, % at 12.5 µM; 360,000 compounds, 0.22% hits; in the data active = inhibition above about 8.5%, passing the limit was not always enough; inconclusive = no clear call, values can overlap the other calls
BoNT F protease = inhibitors of Botulinum neurotoxin F light chain protease; Multiplex microsphere protease cleavage assay, flow cytometry; inhibition, % at 10 µM; 360,000 compounds, 0.22% hits; AID 588497; in the data active = inhibition above about 35%, passing the limit was not always enough; inconclusive = no clear call, values can overlap the other calls; also: plate controls were buffer without enzyme for full effect and enzyme alone for no effect
DUSP3 inh = DUSP3 (human) phosphatase inhibition; 290,000 compounds, 0.52% hits; inhibition, % at 13.3 µM; recombinant VHR phosphatase, pNPP absorbance; in the data active = inhibition above about 50%; also: some compounds called inactive have numbers as strong as hits
Target sequence (P51452 whole entry, looked up): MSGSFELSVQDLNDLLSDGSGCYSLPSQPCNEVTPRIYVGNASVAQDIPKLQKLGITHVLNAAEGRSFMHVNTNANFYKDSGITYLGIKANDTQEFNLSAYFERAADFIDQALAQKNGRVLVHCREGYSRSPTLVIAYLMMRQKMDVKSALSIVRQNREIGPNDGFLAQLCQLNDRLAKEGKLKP
Starred values were filed as active, the others as inactive; ? = inconclusive; / = not tested or not shown; + = active, no number. Rule as the data show it, unless noted: active = inhibition above about 30%; inactive = the rest.

Start of the data: the first 4 records (preview)
SMILES | GDH-TPI counter | Mtb FBA inh | Mtb BioA inh | CCHF vOTU inh | Rv3671c protease | MazEF act | UGM FP inh | FadD28 FP inh | BoNT F protease | DUSP3 inh
O=C(CSc1nc(-c2ccccc2)c(-c2ccccc2)[nH]1)Nc1ccc2c(c1)OCO2 | 11 | 7 | / | -8 | -8 | 2 | / | 0.5 | -10 | 17
CNc1nc(SCC(=O)Nc2ccccc2)nc(N2CCOCC2)n1 | 0 | -1 | -1.2 | -3 | 4 | 6 | 1.6 | -2.3 | 8 | -9
COc1c(/C=C2\SC(=Nc3ccccc3Cl)NC2=O)cccc1[N+](=O)[O-] | 14 | -2 | 4.1 | 14 | -14 | 0 | 2.0 | -2.7 | ? | 12
COc1ccccc1N1CCN(CC(O)c2ccc3cc[nH]c3c2)CC1 (configuration not stated) | 9 | 9 | -1.0 | 2 | -6 | -4 | -0.8 | -2.8 | -21 | 24

Results (from the top)
SMILES | GDH-TPI counter | Mtb FBA inh | Mtb BioA inh | CCHF vOTU inh | Rv3671c protease | MazEF act | UGM FP inh | FadD28 FP inh | BoNT F protease | DUSP3 inh
O=C(CSc1nc(-c2ccccc2)c(-c2ccccc2)[nH]1)Nc1ccc2c(c1)OCO2 | 11 | 7 | / | -8 | -8 | 2 | / | 0.5 | -10 | 17
CNc1nc(SCC(=O)Nc2ccccc2)nc(N2CCOCC2)n1 | 0 | -1 | -1.2 | -3 | 4 | 6 | 1.6 | -2.3 | 8 | -9
COc1c(/C=C2\SC(=Nc3ccccc3Cl)NC2=O)cccc1[N+](=O)[O-] | 14 | -2 | 4.1 | 14 | -14 | 0 | 2.0 | -2.7 | ? | 12
COc1ccccc1N1CCN(CC(O)c2ccc3cc[nH]c3c2)CC1 (configuration not stated) | 9 | 9 | -1.0 | 2 | -6 | -4 | -0.8 | -2.8 | -21 | 24
O=C(Nc1ccc(Oc2ccc(C(=O)O)c(C(=O)O)c2)cc1)c1cccs1 | -1 | -2 | / | 7 | -1 | -2 | 3.7 | -1.2 | -3 | 16
CCC(=O)Nc1ccc(NC(=O)CSc2nnnn2-c2cccnc2)cc1C | 0 | 0 | -1.8 | 0 | 3 | 12 | 1.5 | -2.3 | -2 | 27
O=C(O)C1(O)C[C@H](O)C(O)[C@@H](O)C1 (some centres not stated) | 9 | 3 | -2.2 | 5 | -5 | 4 | -0.8 | 0.9 | -1 | /
Cc1ccc(Cn2c(=O)n(C)c(=O)c3sccc32)cc1 | 2 | 2 | 0.1 | -10 | -4 | 14 | 0.0 | -1.8 | ? | -18
COc1ccc2c(c1)-c1ccccc1S(=O)(=O)N2C(C)=O | 13 | 31* | -2.7 | -34 | 0 | -12 | -1.4 | 2.0 | -20 | 36
Cc1nn(CC(=O)NN)c(C)c1Br | 2 | 1 | 5.4 | 3 | -4 | 0 | 0.9 | -0.8 | / | 2
Cc1cc(C)c2nc(NC(=O)c3ccc(OCC4CCCO4)cc3)sc2c1 (configuration not stated) | 7 | -2 | / | 4 | -6 | -37 | 0.0 | 0.9 | -2 | 2
COc1ccc(C(=O)Nc2cc(OC)cc(OC)c2)cc1 | 6 | 1 | 2.0 | 8 | 0 | 6 | -0.2 | -3.1 | -3 | 8
Cc1ccc(OCC(=O)Nc2sc3c(c2C#N)CC(C)(C)NC3(C)C)cc1 | 7 | 4 | / | -4 | 2 | -1 | 0.0 | -1.7 | -4 | 20
CC1CCN(C(=O)CCl)CC1 | 10 | 1 | / | 13 | 6 | 6 | -1.6 | -0.3 | -4 | -13
Cc1ccc2c(c1)c1nnc(SCC(=O)Nc3ccc(N(C)C)cc3)nc1n2CC(=O)O | 16 | -2 | 0.9 | 11 | 2 | 9 | -3.3 | -2.4 | -61 | -16
Cc1ccc(C)c(NC(=O)CN(C)C(=O)[C@@H](NC(=O)c2ccc(C(C)(C)C)cc2)C(C)C)c1 | 0 | -2 | 0.1 | 3 | -7 | -4 | -1.3 | -2.9 | -4 | 36
COc1ccc(/C=C(\NC(=O)c2ccc(Cl)cc2)C(=O)NCC2CCCO2)cc1OC (configuration not stated) | 9 | 5 | 0.2 | 13 | 9 | -6 | -3.1 | -1.8 | 6 | -25
CCc1cc(C(=O)N(Cc2ccccc2)c2c(N)n(CCOC)c(=O)[nH]c2=O)sc1C | 10 | 8 | / | -9 | 2 | 1 | -0.7 | 0.1 | / | /
Cc1ccc(NC(=O)NC(=O)CSc2nnc(-c3ccc(Cl)cc3Cl)n2N)c(C)c1 | 7 | 5 | / | 2 | -2 | -1 | -3.5 | 0.1 | -2 | 0
CN(Cc1ccccc1)S(=O)(=O)c1ccccc1Br | 6 | 0 | 2.4 | -7 | / | 8 | / | -1.1 | -1 | /
C=C(C)Cn1c2ccc(NC(=O)CCc3cccnc3)cc2c(=O)n1C | 13 | + | 28 | -128 | / | / | / | -0.3 | -2 | /
COC(=O)C1CCCN1C(=O)C1CCCN1C(=O)CNC(=O)OCc1ccccc1 (configuration not stated) | -10 | 4 | 0.4 | -3 | 7 | -5 | 2.5 | -4.3 | 4 | 1
CCOC(=O)c1c(C)c[nH]c1C | 7 | 5 | / | 8 | -4 | -21 | -2.0 | 1.5 | -15 | 7
O=C(NCC(F)(F)F)c1nn(Cc2ccccc2)c(=O)c2ccccc12 | 3 | -1 | -1.2 | 2 | 6 | 8 | -3.9 | -3.2 | -1 | -12
CC(C)CCOc1ccc(C(=O)O)cc1 | -1 | -1 | -0.2 | 12 | 7 | 3 | 2.7 | -4.6 | -8 | 0
CN1CCN(Cc2c(C(=O)N3CCc4ccccc4C3)nc3ccc(Cl)cn23)CC1 | 13 | -2 | 0.0 | 5 | -2 | 6 | -1.0 | -0.6 | 22 | 40
O=C(CSc1nnnn1-c1ccc2c(c1)OCO2)NCc1ccccc1 | -1 | 7 | / | 0 | -7 | 1 | -1.5 | 0.4 | -7 | -5
CCC(=O)N1c2ccccc2C(N(C(=O)CC)c2ccccc2)CC1C (configuration not stated) | -4 | -4 | 9.0 | -6 | 5 | 9 | -2.9 | -0.9 | ? | -2
CC(C)CCNC(=O)Nc1ccc2c(c1)N(C)C(=O)CS2 | 6 | -3 | / | -9 | 0 | -5 | 1.0 | -3.1 | -7 | 4
CCOc1cccc2cc(C(=O)NC(C)c3ccccc3)c(=N)oc12 (configuration not stated) | 13 | 2 | -0.4 | 14 | 0 | 6 | -1.3 | -2.1 | -6 | 18
COC(=O)CN(c1c(C)cccc1C)S(C)(=O)=O | 8 | 3 | -0.1 | -7 | 7 | 6 | -3.7 | -1.0 | 0 | -17
COc1ccc(NC(=O)C(=O)NCCN2CCN(C(=O)c3ccco3)CC2)cc1 | -3 | 1 | / | 7 | 4 | 2 | 0.8 | -2.9 | -4 | 9
CC1(C(=O)NCc2ccc(F)c(F)c2)Cc2c(-c3cccc(C(N)=O)c3)ccnc2O1 (configuration not stated) | -7 | -4 | 62* | -1 | / | / | / | -3.6 | 0 | /
CN1/C(=C\C(=O)COC(=O)c2nccnc2N)C(C)(C)c2ccccc21 | 28 | 0 | -0.8 | 11 | -2 | -6 | 0.6 | -2.7 | / | /
CN(Cc1nccs1)C(=O)CC1C(=O)NCCN1Cc1ccc(-c2ccccc2)cc1 (configuration not stated) | 7 | 6 | -0.4 | 0 | 6 | -4 | -1.5 | -2.6 | -3 | -11
O=C(CSc1ccc(C(F)(F)F)cc1[N+](=O)[O-])N1CCOCC1 | 19 | 4 | 9.4 | 2 | 3 | -5 | 2.0 | 0.8 | / | 18
CC(C)NC(=O)c1ccc2c3n(nc2c1)-c1ccccc1CO3 | 15 | 13 | -0.4 | -8 | -6 | 3 | -0.7 | -0.7 | -1 | 22
CCCn1cc(CN2CCC(C(=O)Nc3cccc(-c4cscn4)c3)CC2)c(C)n1 | 11 | 7 | -3.0 | 12 | -1 | 5 | 0.6 | -1.3 | 9 | 24
COc1cccc(NC(=O)C2(C)CCN2Cc2ccc(OC(C)C)cc2)c1 (configuration not stated) | 4 | -1 | 0.2 | 16 | / | / | / | -4.2 | 1 | /
O=C(Nc1ccc2c3c(cccc13)CC2)c1cccc([N+](=O)[O-])c1 | 3 | -1 | / | -6 | -2 | 0 | 0.8 | 0.2 | -5 | 15
CCCCc1ccc(NS(=O)(=O)c2cccs2)cc1 | 4 | 0 | 1.4 | -12 | -4 | -12 | 1.2 | -1.2 | 4 | -16
C=CCNC(=O)NC(=O)COC(=O)c1nc2nccc(C)n2n1 | 8 | -1 | 4.7 | -8 | 5 | 8 | 0.2 | -1.5 | 1 | 10
Cc1nnc2ccc(-c3ccc(NS(=O)(=O)c4ccc(F)cc4F)cc3)nn12 | 13 | -2 | -0.6 | 3 | -3 | 11 | -1.4 | -3.1 | -6 | /
Cn1ncnc2c(=O)n(C)c(=O)nc1-2 | 12 | -3 | 0.1 | / | -188 | -6 | -0.2 | ? | -10 | /
Cc1cccc(C(=O)NCC(c2ccco2)N2CCc3ccccc32)c1 (configuration not stated) | 3 | -1 | -0.4 | -5 | -2 | -3 | 2.8 | -1.3 | -25 | /
CCC(C)(c1ccc(C=O)s1)c1ccc(C=O)s1 | 8 | 1 | 9.4 | 14 | -3 | -5 | -0.6 | -11 | 4 | 19
CCN1C(=O)c2cccc3c(S(=O)(=O)NC(Cc4ccccc4)C(=O)O)ccc1c23 (configuration not stated) | 2 | 17 | 0.2 | -29 | -11 | 3 | 0.2 | -3.0 | 5 | 26
Cc1nc(C(C)NC(=O)c2cc(COc3ccc(C)c(C)c3)on2)c(C)s1 (configuration not stated) | 5 | 0 | 1.9 | 19 | -9 | -8 | 1.5 | 0.5 | 5 | 6
COc1ccc(C(C)=O)c2c(O)cccc12 | 14 | -2 | -2.8 | 31* | -5 | 0 | -1.2 | -1.1 | -6 | 0
COc1ccc(CNC(=O)C/C(C)=N/NC(=O)C(c2ccccc2)c2ccccc2)cc1 | 0 | 2 | -7.2 | 3 | -2 | -3 | 0.7 | -1.0 | -10 | 21

(more compounds)
SMILES | GDH-TPI counter | Mtb FBA inh | Mtb BioA inh | CCHF vOTU inh | Rv3671c protease | MazEF act | UGM FP inh | FadD28 FP inh | BoNT F protease | DUSP3 inh
Cn1c(SCC(=O)N/N=C/c2ccc([N+](=O)[O-])s2)nnc1-c1ccc(Cl)cc1 | 0 | 5 | / | 3 | 3 | -1 | 1.1 | -1.2 | -12 | -7
CN(C)S(=O)(=O)c1cc(NC(=O)[C@H](Cc2ccccc2)N2C(=O)c3ccccc3C2=O)ccc1Cl | 4 | -3 | / | -13 | -110 | -17 | 3.6 | 0.7 | -6 | 2
O=C1Nc2ccccc2C1=NN1CCCCCC1 | 14 | -3 | 1.5 | -15 | / | 3 | / | -2.0 | -2 | /
CCn1cc(C(=O)OC)c(=O)c2cc(S(=O)(=O)N(C)C3CCCCC3)ccc21 | 5 | -4 | 3.3 | 14 | -2 | 9 | -2.0 | -3.6 | -6 | -8
CCOC(=O)c1cnc(SC)nc1Oc1cccc(NC(=O)c2cccc(Cl)c2Cl)c1 | -4 | 0 | 2.4 | 0 | 1 | -2 | -0.3 | -1.5 | -19 | 18
Cc1ccc(OCc2cc(C(=O)N3CCN(C)C[C@@H]3c3ccccc3)no2)cc1C | -4 | -2 | 1.2 | 17 | 2 | 5 | 2.3 | -2.5 | -8 | -2
CCC(C(=O)NCc1ccco1)N(C(=O)CNS(=O)(=O)c1ccc(F)cc1)c1ccccc1F (configuration not stated) | -2 | 1 | -0.4 | 5 | 4 | -12 | -0.5 | -0.5 | -3 | 38
COc1ccc(C(=O)CSc2nnc(CN3CCCC3)n2-c2ccc(F)cc2)c(OC)c1 | 5 | -3 | / | 9 | 0 | -1 | -3.0 | -5.0 | 39* | 2
O=C(OCC(=O)N1CCCC1=O)c1ccc(Cl)cc1[N+](=O)[O-] | -6 | -1 | -1.5 | 7 | 9 | 1 | -3.9 | -5.5 | 6 | /
COc1cc(C(N)=O)cc(Cl)c1OCc1ccccc1 | -3 | -3 | / | -8 | -10 | -8 | -3.2 | -24 | -3 | -11

High-throughput results (PubChem BioAssay)
